RmlCD inh 1536: M. tuberculosis RmlC/RmlD inhibition | P9WH09+P9WH11 | inhibition, % at 3.6 µM | RmlC+RmlD coupled enzyme assay, percent inhibition; primary screen in compound mixtures | 160,000 compounds, 0.03% hits; in the data active = inhibition mostly above about 34%, no sharp cut-off; note: some results filed as inactive read as strong as hits
Target sequence (P9WH09 whole entry, looked up): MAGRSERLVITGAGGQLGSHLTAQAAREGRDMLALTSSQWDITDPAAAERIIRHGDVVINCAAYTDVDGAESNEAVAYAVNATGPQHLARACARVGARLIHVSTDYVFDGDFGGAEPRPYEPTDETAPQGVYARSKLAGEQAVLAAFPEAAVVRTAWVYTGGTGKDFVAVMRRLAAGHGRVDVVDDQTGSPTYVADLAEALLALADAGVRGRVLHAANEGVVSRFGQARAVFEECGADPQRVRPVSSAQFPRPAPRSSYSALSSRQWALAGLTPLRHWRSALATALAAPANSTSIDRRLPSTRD
Target sequence (P9WH11 whole entry, looked up): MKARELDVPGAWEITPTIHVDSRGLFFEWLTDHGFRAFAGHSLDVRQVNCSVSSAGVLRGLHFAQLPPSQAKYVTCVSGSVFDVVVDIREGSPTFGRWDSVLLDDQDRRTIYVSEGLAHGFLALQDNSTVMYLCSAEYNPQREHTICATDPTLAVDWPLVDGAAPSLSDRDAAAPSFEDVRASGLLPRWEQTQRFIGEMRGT
GlmU inhibition: inhibition of mycobacterial GlmU enzyme – biochemical, glucosamine-1-phosphate acetyltransferase (AID 1376) | one-dose inhibition, %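 (tested at 30 µM in the primary screen)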; IC50 in µM for titrated hits | M. tuberculosis GlmU acetyltransferase enzyme assay; higher % means a stronger effect | 220,000 compounds, 0.25% hits; in the data active = inhibition above about 13%;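 note: 0% = complete reaction with vehicle and 100% = reaction without substrate; strong numbers were not always called active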
Active calls of the source: *; · = no result given; & = joins results of further samples. These rows are one share of the data; rates above refer to the full screens.

Preview (two entries):
SMILES	RmlCD inh 1536	GlmU inhibition
Cc1ccc(C(=O)Nc2cccc(C(F)(F)F)c2)cc1Nc1cnccn1	·	-0.5%
CCC(Oc1ccccc1)C(=O)Nc1ccccn1 (stereo not given)	·	-2.8%

The whole of this part, previewed entries included:
SMILES	RmlCD inh 1536	GlmU inhibition
Cc1ccc(C(=O)Nc2cccc(C(F)(F)F)c2)cc1Nc1cnccn1	·	-0.5%
CCC(Oc1ccccc1)C(=O)Nc1ccccn1 (stereo not given)	·	-2.8%
Cc1ccc(/C=N/NC(=O)c2cccc(S(=O)(=O)Nc3ccccc3Cl)c2)s1	11	-3.3%
Cc1ccnc(-n2c(C)cc(/C=C3\C(=O)NC(=S)N(C)C3=O)c2C)c1	4	-4.6%
CCc1ccc(C(=O)CSc2n[nH]c(-c3ccncc3)n2)cc1	·	1.1%
Cc1[nH]c2ccccc2c1SCC(=O)O	·	-3.6%
CC(=O)Cn1c(N2CCC(Cc3ccccc3)CC2)nc2c1c(=O)[nH]c(=O)n2C	·	2.1%
Cc1[nH]n(-c2ccccc2)c(=O)c1/C=C1\C=NN=C1c1ccccc1	19	4.5%
O=C(O)c1cccc(Nc2ncnc3ccc(Br)cc23)c1	10	3.8%
O=C(COC(=O)CC1CC2CCC1C2)NC(=O)NC1CCCC1 (stereo not given)	·	-5.2%
CCn1c(=O)cc(OCC(=O)N2CCC3(CC2)OCCO3)c2ccccc21	·	0.9%
O=C(NCCCn1ccnc1)c1cnn2c1NC(c1ccccc1)CC2C(F)(F)F (stereo not given)	-9	-3.1%
COc1ccc2c(c1OC)C(=O)OC2C1c2c(cc3c(c2OC)OCO3)CCN1C (stereo not given)	19	-0.8%&-1.6%
CCN1CCN(C(=S)Nc2ccc(Cl)cc2)CC1	·	-3.2%
O=C(O)CCNC1CCCCC1	·	0.6%
CC(=O)c1ccc(S(=O)(=O)N2CCN(c3ccccc3F)CC2)cc1	-9	1.6%
O=C(Nc1ccc(Cl)cc1)N[C@@H]1c2c(ccc3ccccc23)OC[C@@H]1CO	·	3.1%
C#CCOCCOCCOCCNc1nc(N2CCN(C(=O)C([C@@H](C)CC)n3cc(C(N)COC(=O)C(F)(F)F)nn3)CC2)nc(N2CCN(C(=O)[C@H](Cc3cc4ccccc4[nH]3)n3cc(C(N)CO)nn3)CC2)n1 (stereo not given in full)	·	-7.5%
CCOc1ccc(N2C(=O)CC(Sc3nc4ccc(OCC)cc4s3)C2=O)cc1 (stereo not given)	·	8.1%
COc1ccccc1C1SCCN1S(C)(=O)=O (stereo not given)	-15	-1.3%
Clc1ccc2c(N3CCNCC3)ccnc2c1	9	6.2%
CCN(C(=O)CSc1nnc(-c2ccc(F)cc2)c2ccccc12)C1CCS(=O)(=O)C1 (stereo not given)	-10	-2.1%
CC(C)=CC(=O)OCC(=O)NC(=O)NC(C)(C)C	-8	16%
COc1ccc2c3c([nH]c2c1)C1CC2C(CC(O)C(OC)C2CO)CN1CC3 (stereo not given)	24	-1.9%
Nc1c(-c2ccccc2Cl)cnn1-c1cccc([N+](=O)[O-])c1	·	-3.9%

Compound profiles (already shown):
`Cc1ccc(/C=N/NC(=O)c2cccc(S(=O)(=O)Nc3ccccc3Cl)c2)s1` as listed: RmlCD inh 1536: 11; GlmU inhibition: -3.3%
`Nc1c(-c2ccccc2Cl)cnn1-c1cccc([N+](=O)[O-])c1` as listed: RmlCD inh 1536: ·; GlmU inhibition: -3.9%

(continued)
SMILES	RmlCD inh 1536	GlmU inhibition
COc1cc(C)nc(NC(=O)COc2ccc(Cl)cc2C)n1	·	1.6%
CC1OC2(C)OC(=N)C1(C#N)C(C#N)(C#N)C2c1ccccc1 (stereo not given)	2	-5.6%
O=C(CCc1nnc(Cc2c[nH]c3ccccc23)o1)NCC1CC12CCCCC2 (stereo not given)	5	-2.1%
COc1ccc(C)cc1NC(=O)NCc1ccccn1	5	0.6%
CCOC(=O)c1c(C)c(C(=O)Nc2ccc3c(c2)OCCO3)c(C)n1C	-11	1.3%
CCOC(=O)C1CCN(C(=O)c2cc(C)n(C(C)(C)C)n2)CC1	-1	-1.7%
Cc1cc(C(=O)NNC(=S)NCc2ccco2)n(C)n1	·	-0.5%
Cc1cc(C)c2cc(C)c3nnc(SCC(=O)NCc4ccc5c(c4)OCO5)n3c2c1	·	4.6%
CC(C)c1ccc(/C=C/C(=O)n2nnc3ccccc32)cc1	2	·
COc1ccc(CC(NC(C)=O)C(=O)NC2CCN(c3nc(C)cc(C)c3C#N)CC2)cc1 (stereo not given)	13	-5.3%
CCOC(=O)Cc1nn(Cc2ccc(Cl)cc2)c(=O)c2ccccc12	4	-3.4%
N#CCCN(C(=O)Nc1ccc(Cl)cc1)c1ccccc1	-7	-2.4%
COc1ccc(NC(=O)c2cc3n(n2)C(C(F)(F)F)CC(c2ccco2)N3)cc1 (stereo not given)	-1	-2.2%
Cc1sc2ncnc(SC(C)C#N)c2c1C (stereo not given)	6	1.4%
COc1cccc(-c2cc(C(F)(F)F)n3nc(C(=O)Nc4c(C)n(C)n(-c5ccccc5)c4=O)cc3n2)c1	-2	-4.6%
CN(C)CCCN(C(=O)c1ccc2c(c1)CCCC2)c1nc2ccc(Cl)cc2s1	20	-8.2%
CCOC(=O)c1ccc(NC(=O)c2nc[nH]c2C(=O)N[C@@H](CCCCNC(=O)OC(C)(C)C)C(=O)OC(C)(C)C)cc1	-8	6.2%
COc1ccc(S(=O)(=O)Nc2ccccc2C(F)(F)F)cc1	·	2.6%
O=C1NC(=S)N(C2CC2)C(=O)/C1=C/c1ccc2c(c1)CCN2CCCCl	7	-1.9%
C=CCc1ccccc1OCC(O)CN1CCN(c2ccc(OC)cc2)CC1 (stereo not given)	-8	0.3%
COc1cc(CC(NC(C)=O)C(=O)NC2CCN(c3nc(OC)nc(OC)n3)CC2)cc(OC)c1 (stereo not given)	-3	0.2%
Cc1cccc(C)c1NC(=S)NC(C)CCc1ccccc1 (stereo not given)	14	0.3%
O=C1COc2ccc(C(=O)COC(=O)CCSc3ccc(Cl)cc3)cc2N1	-1	0.2%
O=C(CCc1nnc(CCCCc2ccccc2)o1)NCCN1CCCCC1=O	-2	-9.8%
O=C1CCCc2c1cc(-c1ccccc1)n2-c1ccccc1	-7	-1.4%

Next part:
SMILES	RmlCD inh 1536	GlmU inhibition
Cc1cccc(-n2cnc3c(c2=O)c2nc4ccccc4nc2n3Cc2ccco2)c1	·	-7.9%
COc1cc(CC(=O)N2CCc3ccccc32)cc(OC)c1OC	2	1.6%
COc1cc(/C=N/NC(=O)c2sc3ccccc3c2Cl)ccc1OC(=O)c1ccc([N+](=O)[O-])cc1	·	-1.9%
Cc1cc(C)n2nc(C(=O)OCC(=O)N3CCC3)nc2n1	0	3.1%
O=C(Nc1nc(-c2ccccc2)cs1)NC1CCCCC1	3	0.2%
Cc1ccc(CN2CCNC(=O)C2CC(=O)NC2CCCCCC2)o1 (stereo not given)	4	-0.6%
CC(C)CC(=O)Nc1ccc(C(=O)NNC(=S)NC(=O)C2CCCCC2)cc1	·	-4.5%
COc1ccc(C(=O)/C=C2\NCC3c4ccccc4CCN3C2=O)cc1 (stereo not given)	·	4.6%
COc1cc2ccc(=O)oc2c(CC=C(C)C)c1OC	·	-0.4%
CCCCNc1cc(C)nc(NCc2ccccc2)n1	12	-6.2%
CCO[C@@H]1OC(C(N)=O)=C[C@H](c2ccc(C(F)(F)F)cc2)[C@H]1CCCO	·	-3.3%
CCCOc1ccc(C(=O)Nc2cc(-c3nn4c(C)nnc4s3)ccc2C)cc1	-2	-1.9%
Cc1cccc(C)c1-n1nnnc1-c1cnccc1C(F)(F)F	0	2.5%
CCc1nnc(NC(=O)c2ccc(N3C(=O)CCC3=O)cc2)s1	7	1.1%
COC(=O)c1cc(C(=O)OC)n(Cc2ccc(F)cc2)c1C	9	0.1%
CCCCCCC(C)OC(=O)c1ccccc1C(=O)O (stereo not given)	-2	1.7%
Oc1c(C(Nc2ccccn2)c2cccnc2)cc(Cl)c2cccnc12 (stereo not given)	-11	2.9%
COCC(C)N=C1NN=C(c2cccs2)C(CC(=O)O)S1 (stereo not given)	-5	1.6%
CCCCN(Cc1ccccc1)S(=O)(=O)c1cc(Br)cc2c1N(C(C)=O)C(C)C2 (stereo not given)	-2	-2.7%
Cc1c(CC=C(Cl)Cl)c(=O)[nH]c2c(C)cccc12	-6	3.0%
CCCN(CCC)C(=O)Cc1ccc(F)cc1	-4	1.0%
O=C(CCCc1c[nH]c2ccccc12)Nc1ccc2ccccc2c1	-5	0.7%
CCn1c(=O)cc(OCC(=O)N(C)c2ccccc2F)c2ccccc21	10	0.2%
CCOC(=O)c1[nH]cnc1C(=O)Nc1ccc(C)cc1	·	-0.2%
c1nnc2c3c4c(sc3ncn12)CCC4	9	0.7%

The listing continues:
SMILES	RmlCD inh 1536	GlmU inhibition
COc1ccc(C)cc1NC(=O)C(OC(=O)c1ccc([N+](=O)[O-])o1)c1ccccc1 (stereo not given)	-12	-3.5%
O=C(CN1CCc2ccccc2C1)Nc1ccc(Br)cc1	·	1.3%
O=C(Nc1cccc(C(F)(F)F)c1)C1CCN(S(=O)(=O)c2cnc[nH]2)CC1	-1	0.4%
CCOc1ccc(/C=C/C(=O)NCc2ccccc2)cc1	·	1.8%
CCOc1ccc(C(=O)NCCc2ccc3c(c2)OCCO3)cc1	-12	2.5%
CCOC(=O)C1=C(N)N(c2ccccc2)C(=O)C1	-7	1.9%
O=C(NNc1c2ccccc2nc2ccccc12)c1ccc(O)cc1	-18	-0.6%
NC1=NC(c2cccc(O)c2)n2c(nc3ccccc32)N1 (stereo not given)	-5	3.5%
Cc1cc(NC(=O)CN2CCN(c3ccccc3F)CC2)nc2c1c(=O)oc1ccccc12	·	7.2%
O=C(N/N=C1\CC(c2ccccc2)Oc2ccccc21)c1cccnc1 (stereo not given)	-8	2.7%
N=C1C=CC=C2C1=NC1(CCCCC1)N2O	-3	2.7%
CCCCn1cnc2cc(NCc3cccc(OC)c3O)ccc21	18	-1.1%
O=C(NCCc1ccc(Cl)cc1)C1CCCN(S(=O)(=O)c2cnc[nH]2)C1 (stereo not given)	-7	3.4%
CC(=O)N1CCN(CC(=O)Nc2cc([N+](=O)[O-])ccc2Cl)CC1	·	1.6%
CC1CC(C)CN(CC(O)COc2ccc3c(c2)CCC3)C1 (stereo not given)	·	-2.9%
O=C(NNC(=O)c1ccccc1[N+](=O)[O-])c1ccco1	-13	-4.1%
CC(C(=O)Nc1ccc(N2CCOCC2)cc1)N1C(=O)c2ccccc2C1=O (stereo not given)	12	4.0%
CC(C(=O)Nc1cccc(S(=O)(=O)N2CCOCC2)c1)N1CCN(C/C=C/c2ccccc2)CC1 (stereo not given)	26	-2.8%
CCN(CC(=O)Nc1ccc2c(c1)OC(F)(F)O2)Cc1nc2ccccc2c(=O)[nH]1	9	-3.0%
COc1ccc(N2C(=O)CC(N3CCN(c4ccc(C(=O)c5cccnc5)cc4)CC3)C2=O)cc1 (stereo not given)	-4	-0.6%
Cc1noc(C)c1COc1cccc(C(=O)NCCc2c[nH]c3ccccc23)c1	15	1.9%
C(#CCN1CCCC1)CC(c1ccccc1)c1ccccc1	13	-0.5%
COCCCNC(=S)NC1CC2CCC(C1)N2Cc1ccccc1 (stereo not given)	7	-3.9%
COc1ccc(C)cc1S(=O)(=O)NCCC1=CCCCC1	5	6.3%
O=C(NC1CCCCC1)c1cc([N+](=O)[O-])[nH]n1	·	-1.1%

Reprinted at random: 3 records from the list
SMILES	RmlCD inh 1536	GlmU inhibition
COc1cccc(-c2cc(C(F)(F)F)n3nc(C(=O)Nc4c(C)n(C)n(-c5ccccc5)c4=O)cc3n2)c1	-2	-4.6%
c1nnc2c3c4c(sc3ncn12)CCC4	9	0.7%
COc1ccc(C)cc1S(=O)(=O)NCCC1=CCCCC1	5	6.3%

(next part)
SMILES	RmlCD inh 1536	GlmU inhibition
O=C(NN1C(=O)C2C3C=CC(C4CC34)C2C1=O)c1ccccc1Cl (stereo not given)	-10	5.7%
Cc1ccc(C(O)(C(=O)NNc2ccc3ccccc3n2)c2ccc(C)cc2)cc1	1&3	-2.2%&0.7%
CCOc1ccc(C2CC(c3ccc(CC)cc3)n3nc(N)nc3N2)cc1 (stereo not given)	7	-0.7%
COc1cc(/C=N/N=C2/SCC(=O)N2c2ccc(O)cc2)ccc1O	3	5.8%
CCCNC(=O)NC(=O)c1cnccc1C(F)(F)F	-12	6.3%
O=C1OCCC1Sc1nnc(-c2ccccc2)o1 (stereo not given)	53	-2.9%
CCN(CC)Cc1cc(C(C)=O)ccc1O	6	4.7%
COC(=O)c1c(NC(=S)NN2CCN(C)CC2)sc2c1CCC(C)C2 (stereo not given)	·	-1.7%
COc1ccc(Cc2nnc(-c3ccccc3)o2)cc1	-18	2.3%
CCN1CCN(Cc2ccc(NC(=O)c3cc(NC(=O)N4CCNC4=O)cc(OC)c3)cc2C(F)(F)F)CC1	·	-4.0%
O=C(Nc1cc(C(F)(F)F)ccc1N1CCOCC1)c1ccc(F)cc1	-7	3.7%
CCOC(=O)C1CCCN(Cc2nc(CC3CC3)no2)C1 (stereo not given)	-4	4.3%
CCCN(Cc1cc2cc(C)ccc2[nH]c1=O)C(=O)c1cccc(OC)c1	11	-5.6%
Cc1c(C(=O)NC(=S)Nc2ccccc2N2CCCC2)cccc1[N+](=O)[O-]	-8	7.8%
CCOCCCN1CN(S(=O)(=O)c2ccc(Cl)cc2)c2nc3ccccc3nc21	·	0.5%
O=C(NCc1ccccc1)C(c1cccs1)N(Cc1cccs1)C(=O)c1cnccn1 (stereo not given)	3	3.0%
CN1C(=O)C(=Cc2ccc(Sc3ccccc3)o2)C(=O)N(C)C1=O	·	-2.7%
Cc1cc(C)cc(OCC(=O)NNC(=O)c2cc3ccccc3oc2=O)c1	·	1.9%
Cc1cc(C=C2C(=O)N(C)C(=S)N(C)C2=O)c(C)n1C1CCCCC1	25	0.8%
CCNc1nc(NC(C)C)nc(N(C#N)C(C)C(=O)N(CC)CC)n1 (stereo not given)	1	1.1%

Compound activity: PubChem BioAssay, several laboratories
